SKN-1 block – inhibitors of C. elegans SKN-1; C. elegans VP596 Pgst-4::GFP/RFP ratio, acrylamide-induced, 24 h; inhibition, % at 21.8 µM; 360,000 compounds, 0.49% hits;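 active = interference check ratio from 0.5 to 1.5 plus GFP to RFP signal ratio inhibition reaching or exceeding a fixed threshold, cut at about 30% in these data, passing the limit was not always enough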; also: some compounds called inactive have numbers as strong as hits
Tb MetRS inh – Trypanosoma brucei MetRS inhibition; purified T. brucei MetRS, ATP depletion, Kinase-Glo luminescence; inhibition, % at 11.9 µM; 360,000 compounds, 0.4% hits; AID 624268;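 active = inhibition above a per-plate cutoff of the control wells' mean inhibition plus 3 SD, cut at about 5.5% in these data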;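 also: 0% = DMSO wells median and 100% = median of wells with control inhibitor compound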
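Test system – parasite MetRS enzyme · Reagent – substrates ATP, L-methionine and bulk Escherichia coli tRNA · Doses – 11.9 µM compound single dose, 0.9% DMSO · Times – 15 min enzyme-compound preincubation, 2 h reaction, 10 min detection, 25 °C · Signal – Kinase-Glo luminescence, ATP depletion format · Controls – DMSO-only wells as low control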
Scp1 inh – Scp-1 (human) phosphatase inhibition; inhibition, % at 20 µM; Recombinant Scp1, phosphopeptide, malachite green phosphate absorbance; 340,000 compounds, 0.88% hits; Q9GZU7;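 active = inhibition above about 50% at 20 µM, limit read from the data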;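 also: plate controls were DMSO wells with enzyme for no effect and wells lacking enzyme for full effect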
Target sequence (Q9GZU7 76-261 limits assumed): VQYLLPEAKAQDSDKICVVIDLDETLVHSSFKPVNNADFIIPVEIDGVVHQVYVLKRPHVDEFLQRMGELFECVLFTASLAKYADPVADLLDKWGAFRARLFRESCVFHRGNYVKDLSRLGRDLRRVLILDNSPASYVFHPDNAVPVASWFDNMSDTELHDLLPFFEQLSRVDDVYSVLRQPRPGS
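Incubation: 45 min enzyme reaction at room temperature / System: truncated SCP-1 phosphatase (76-261aa) / Reagent: Phospho 17-mer peptide substrate / Buffer or medium: Acidic Tris acetate buffer with magnesium and detergent / Signal: absorbance at 630 nm / Doses: one concentration, 20 µM, with 1.0% DMSO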
NRP1-CendR mod – NRP-1/CendR interaction modulation. inhibition, % at 25 µM. O14786. AID 602438. 360,000 compounds, 0.85% hits. FAM-RPARPAR peptide binding to NRP-1, fluorescence polarization;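 active = inhibition or corrected inhibition above about 18%, plus a signal ratio from 0.5 to 1.5, limit read from the data, passing the limit was not always enough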; also: strong numbers were not always called active
Neddyl block – cullin neddylation inhibition | AID 651699 | 360,000 compounds, 0.58% hits | calls only at 25 µM | TR-FRET cullin neddylation, biochemical | P61081+Q13564; in the data active = inhibition above about 36%
Target sequence (P61081 whole entry, looked up): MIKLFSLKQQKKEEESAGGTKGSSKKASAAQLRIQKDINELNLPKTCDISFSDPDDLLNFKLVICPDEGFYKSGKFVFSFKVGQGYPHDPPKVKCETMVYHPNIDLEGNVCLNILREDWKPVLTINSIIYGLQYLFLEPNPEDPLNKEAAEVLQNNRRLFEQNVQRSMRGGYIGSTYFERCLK
Target sequence (Q13564 whole entry, looked up): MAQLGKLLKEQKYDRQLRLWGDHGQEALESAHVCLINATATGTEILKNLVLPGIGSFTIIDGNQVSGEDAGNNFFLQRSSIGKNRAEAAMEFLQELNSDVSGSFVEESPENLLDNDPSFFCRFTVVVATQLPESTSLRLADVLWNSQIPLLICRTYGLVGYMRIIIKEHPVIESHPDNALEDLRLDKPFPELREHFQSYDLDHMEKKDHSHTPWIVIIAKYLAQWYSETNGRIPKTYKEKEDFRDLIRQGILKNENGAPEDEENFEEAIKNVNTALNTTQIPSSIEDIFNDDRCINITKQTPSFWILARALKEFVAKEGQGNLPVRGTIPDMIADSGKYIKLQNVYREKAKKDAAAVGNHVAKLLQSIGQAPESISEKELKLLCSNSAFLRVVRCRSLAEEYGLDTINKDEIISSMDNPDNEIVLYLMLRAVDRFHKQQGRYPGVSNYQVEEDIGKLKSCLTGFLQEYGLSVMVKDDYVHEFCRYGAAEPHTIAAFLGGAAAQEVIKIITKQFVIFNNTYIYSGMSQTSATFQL
STEP inh – STEP (human) phosphatase inhibition; recombinant STEP, OMFP fluorogenic substrate, fluorescence; inhibition, % at 20 µM; P54829; 360,000 compounds, 0.25% hits;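 active = inhibition at 20 µM, scaled per plate between control wells, above about 37%, limit read from the data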;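 also: 0% = DMSO with enzyme and substrate and 100% = substrate only without enzyme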
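Also added – OMFP at 25 µM · Test system – STEP tyrosine phosphatase · Technique – FITC-channel fluorescence of OMFP product · Schedule – 20 min at room temperature, dark · Evaluation – control-normalized % inhibition with plate pattern correction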
NadD inh – inhibitors of Staphylococcus aureus NadD | inhibition, % at 20 µM | 360,000 compounds, 0.78% hits | purified NadD enzyme, colorimetric absorbance read-out; in the data active = inhibition above about 26%; also: some compounds past the cut are filed as inactive
DNMT1 inh – DNMT1 (human) enzyme inhibition; P26358; DNMT1 molecular beacon, Hinp1I cleavage, fluorescence; inhibition (reported as % activation of signal), % at 10 µM; 360,000 compounds, 0.83% hits; in the data active = inhibition above about 50%
SUMO1 PPI mod – alters human SUMO1 binding to SIM partners; P63165; 360,000 compounds, 0.33% hits; SUMO1 binding to a labelled peptide, TR-FRET, 1 h; inhibition, % at 20 µM; in the data active = inhibition above about 37%
Target sequence (P63165 whole entry, looked up): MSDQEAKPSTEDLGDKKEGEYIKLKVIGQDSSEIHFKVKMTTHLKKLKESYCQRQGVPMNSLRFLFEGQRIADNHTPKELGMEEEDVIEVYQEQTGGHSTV
LMPTP inh – blocks human LMPTP phosphatase. 360,000 compounds, 0.22% hits. recombinant LMPTP-A, OMFP fluorogenic substrate, fluorescence intensity. inhibition, % at 20 µM;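 active = compounds that cut the enzyme signal by at least half of the control window in the single-dose screen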;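 also: plate controls were DMSO wells with enzyme plus substrate for no effect and substrate without enzyme for full effect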
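Assay system: LMPTP-A, protein tyrosine phosphatase of low molecular weight / Medium: pH 6.0 Bis-Tris buffer with DTT and Triton X-100 / Schedule: 50 min enzyme reaction at room temperature, protected from light / Measured by: endpoint fluorescence intensity from OMFP dephosphorylation / Read-out basis: % inhibition relative to no-enzyme and uninhibited control wells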
* hit, by the source's call; i = inactive; + = active, no number.

SMILES	SKN-1 block	Tb MetRS inh	Scp1 inh	NRP1-CendR mod	Neddyl block	STEP inh	NadD inh	DNMT1 inh	SUMO1 PPI mod	LMPTP inh
Cc1ccc(-n2cccn2)c(CN2CCCC(C(=O)c3ccc4c(c3)OCO4)C2)c1 (stereo unspecified)	-4	-0.8	7	6	i	-3	-4	2	-1	-0.8
CC(=O)Nc1ccc(OCC(=O)NCCc2ccc(Cl)cc2)cc1	-1	-0.5	1	-4	i	2	1	2	-3	-1.0
CCOC(=O)c1c(C)[nH]c(C(=O)CSc2nc3ccccc3o2)c1C	-20	-0.9	-6	-2	i	0	-3	23	-2	-1.9
O=C(NCc1cccnc1)c1ccc(COc2ccc3c(c2)CCC3)o1	8	-0.6	1	9	i	0	1	3	-3	-0.7
COc1ccc(NC(=O)CNC(=O)Cn2c(C)cc3ccccc3c2=O)c(OC)c1	3	-0.9	-5	-5	i	-3	-6	0	1	-0.8
CCCCCn1c(Sc2ccccc2)nc2c1c(=O)[nH]c(=O)n2C	8	-0.1	-5	10	i	-2	-1	1	-2	0.0
Cc1ccc(-n2c(=S)[nH]c3c(oc4ccccc43)c2=O)cc1	3	0.3	-5	-4	i	3	-3	0	8	-0.4
Cc1ccc(NC(=O)C2CC(=O)Nc3ncnn32)c(C)c1 (stereo unspecified)	-1	0.5	-11	13	i	-2	-4	1	3	-1.3
C/C(=N\NC(=O)C(N)=O)c1ccc(Br)cc1	7	-0.6	-10	15	i	1	-1	0	-1	-1.3
Cc1ccc(CNCC(O)(c2ccc(F)cc2)c2ccc(F)cc2)cc1	34	-0.5	7	9	i	0	-4	3	-1	-0.3
O=C(CNC(=O)c1ccco1)N/N=C/c1ccc(O)cc1O	-1	0.1	-8	-2	i	-5	8	0	-4	-0.7
COc1ccc(C(CC(=O)Nc2ccccc2OC)n2cccc2)cc1 (stereo unspecified)	-6	-0.4	-11	-12	i	3	0	4	-4	0.7
O=C(O)c1cccc(OS(=O)(=O)c2cc(Br)ccc2Br)c1	-2	-0.2	38	0	i	8	-11	21	8	2.1
COc1ccc(-c2n[nH]c(=S)n2/N=C/C=C/c2ccccc2OC)cc1	-7	-0.2	13	-18	i	-1	10	-1	-10	1.5
CC1(C)C2CCC1(CS(=O)(=O)Nc1cccc(S(N)(=O)=O)c1)C(=O)C2 (stereo unspecified)	2	-0.5	-3	6	i	0	-6	0	-1	-1.2
COc1ccc2c(Cl)c(C(=O)N/N=C/c3c(C)[nH]c4ccccc34)sc2c1	2	-0.5	-24	-40	i	-7	29	-23	-4	2.3
O=C(NCCc1cccs1)c1ccc(CS(=O)Cc2ccc(Cl)cc2)o1 (stereo unspecified)	-4	-0.4	-3	10	i	1	-3	1	2	-1.1
COc1ccc(-c2nc(CSCC(=O)NC3CCCc4ccccc43)c(C)o2)cc1 (stereo unspecified)	-11	0.9	-1	6	i	-3	-4	-11	0	3.0
Cc1ccc(S(=O)(=O)Nc2cc(-c3ccccc3)nn2C)cc1Cl	15	0.9	-13	-1	i	-4	4	-4	2	-1.0
CC1CCCN(CCOCCSc2ccccc2)C1 (stereo unspecified)	6	-0.8	-10	0	i	-1	-7	3	0	-1.1
N#CC(c1ccc(Cl)nn1)c1ccc(Cl)cc1Cl (stereo unspecified)	3	-0.5	-2	4	i	5	-1	-2	-2	-0.9
Cc1ccc(CNC(=O)Nc2ccc(F)cc2)n1C	9	-0.7	-5	-32	i	-1	-5	-19	1	-0.4
O=C(CCl)Nc1cccc(S(=O)(=O)NC2=NCCCCC2)c1	2	0.3	0	-5	i	0	-5	5	0	-0.5
COCCNc1nc2c(c(=O)n(Cc3cccc(Cl)c3)c(=O)n2C)n1C	9	-0.4	-10	6	i	0	-2	-5	-2	-0.8
CCC1CCCCN1C(=S)NC(=O)c1cccs1 (stereo unspecified)	1	0.5	-5	-2	i	3	-3	-1	3	0.2
COc1ccc(N/C=C/C(=O)c2ccc3c(c2)OCO3)cc1OC	-6	-0.3	2	8	i	-1	-3	-2	-16	0.3
CCn1c(=S)[nH]c2c(=O)n(C)c(=O)n(C)c21	-2	-0.4	9	13	i	-3	0	2	5	0.4
Cc1cc(OC(C)C(=O)N2CCN(c3ccc(F)cc3)CC2)c2c(C)c(C)c(=O)oc2c1 (stereo unspecified)	9	-0.3	-3	8	i	4	-5	0	-2	1.5
CCOc1ccccc1NC(=O)NCc1cccnc1	-2	-0.2	-1	-13	i	-1	-11	6	2	0.5
CCOc1ccccc1NC(=O)C(OC(=O)c1cnccn1)c1ccccc1 (stereo unspecified)	0	0.5	-10	-9	i	-2	-5	-3	6	-1.3
CCCn1cnnc1CNC(=O)C1CCC(=O)N(CCc2cccc(F)c2)C1 (stereo unspecified)	7	-0.4	-6	-3	i	-2	-3	1	7	-1.0
COC1=CCC2([N+](=O)[O-])CN(CC(=O)O)CC1([N+](=O)[O-])C2 (stereo unspecified)	7	0.2	-11	1	i	-1	-3	4	3	-1.6
CCOC(=O)c1ccc(S(=O)(=O)NNS(=O)(=O)c2ccc(C)cc2)cc1	-2	-0.4	-4	-4	i	2	1	-2	-2	-0.7
Cc1c2c(nc3ccccc13)CCC(C)C2 (stereo unspecified)	12	0.3	-1	-19	i	-4	0	-1	-2	4.2
Cc1ccc2c(c1)COc1c3ccc(C(=O)N[C@@H](C)CO)cc3nn1-2	1	0.4	-10	5	+	1	2	-1	-39	0.9
CC(C)Cc1cc(C(=O)Nc2cc(Br)ccc2O)no1	-11	-1.4	-5	-15	i	-1	-2	1	5	-0.7
CCOC(=O)C1(CCOc2ccccc2)CCN(Cc2ccc(OC)cc2)CC1	-3	-0.7	33	4	i	1	-10	0	1	-1.1
Cc1nonc1CC(=O)N1CCCC(C(=O)c2ccc(Cl)cc2)C1 (stereo unspecified)	13	0.2	-6	12	i	0	-5	0	-2	-0.4
CCOc1ccccc1C(=O)N[C@H](C(=O)NNC(=O)c1cccs1)C(C)C	6	-0.1	-5	0	i	0	0	6	2	-0.6
FC(F)Oc1ccc(NC(=S)Nn2cnnc2)cc1	9	-0.5	15	9	i	2	-1	-3	2	6.8
CC(C)CCOc1cccc(OCC(=O)NC2CCS(=O)(=O)C2)c1 (stereo unspecified)	-7	-2.1	-4	2	i	10	-4	-3	1	-0.2
COc1ccc(CNC(=O)[C@@H]2CC=C[C@@H]3CCN(Cc4ccccc4)C(=O)[C@@H]32)cc1	-1	0.0	1	9	i	-2	5	5	-1	1.3
CC1CCCC(C)N1C(=O)CSc1nc2ccccc2s1 (stereo unspecified)	3	-0.7	-7	-17	i	-3	12	4	2	0.3
Cc1ccc(C(=O)Nc2ncccc2O)cc1S(=O)(=O)N1CCCCC1	-14	-1.0	2	5	i	-5	-4	1	5	0.2
CC(=O)NC(=O)COC(=O)/C=C/c1c(C)nn(Cc2c(Cl)cccc2Cl)c1Cl	7	-1.7	-7	-6	i	-2	-8	-10	-1	-0.2

Part of the list above, with each value named:
> CC(=O)Nc1ccc(OCC(=O)NCCc2ccc(Cl)cc2)cc1
  SKN-1 block: -1	Tb MetRS inh: -0.5	Scp1 inh: 1	NRP1-CendR mod: -4	Neddyl block: i	STEP inh: 2	NadD inh: 1	DNMT1 inh: 2	SUMO1 PPI mod: -3	LMPTP inh: -1.0

> CCOC(=O)c1c(C)[nH]c(C(=O)CSc2nc3ccccc3o2)c1C
  SKN-1 block: -20	Tb MetRS inh: -0.9	Scp1 inh: -6	NRP1-CendR mod: -2	Neddyl block: i	STEP inh: 0	NadD inh: -3	DNMT1 inh: 23	SUMO1 PPI mod: -2	LMPTP inh: -1.9

> O=C(NCc1cccnc1)c1ccc(COc2ccc3c(c2)CCC3)o1
  SKN-1 block: 8	Tb MetRS inh: -0.6	Scp1 inh: 1	NRP1-CendR mod: 9	Neddyl block: i	STEP inh: 0	NadD inh: 1	DNMT1 inh: 3	SUMO1 PPI mod: -3	LMPTP inh: -0.7

> COc1ccc(NC(=O)CNC(=O)Cn2c(C)cc3ccccc3c2=O)c(OC)c1
  SKN-1 block: 3	Tb MetRS inh: -0.9	Scp1 inh: -5	NRP1-CendR mod: -5	Neddyl block: i	STEP inh: -3	NadD inh: -6	DNMT1 inh: 0	SUMO1 PPI mod: 1	LMPTP inh: -0.8

(list continues)
SMILES	SKN-1 block	Tb MetRS inh	Scp1 inh	NRP1-CendR mod	Neddyl block	STEP inh	NadD inh	DNMT1 inh	SUMO1 PPI mod	LMPTP inh
CCc1ccc(-n2c(SCC(=O)N3CCC(C(=O)O)CC3)nnc2-c2ccncc2)cc1	-10	-0.4	-1	-6	i	0	-3	2	2	-1.1
CCn1c(CN2CCN(CCO)CC2)nc2ccccc21	-5	-0.9	-1	-3	i	-2	1	3	-12	-2.4
O=c1c2ccccc2sc2ccc(Cl)cc12	32	-0.5	-5	1	i	-1	-4	20	-19	0.2
COc1ccc(C(=O)CSc2nnc(CNC(=O)c3ccc(OC)cc3)n2C)cc1	-1	-0.6	-5	13	i	-1	-2	-1	-1	-0.8
Cc1nc2c(cc1C#N)C(=O)c1ccccc1-2	-7	-0.2	-5	2	i	0	1	0	-30	-0.9
COc1ccc(N2CC(C(=O)Nc3nnc(SCC(=O)NC4CCCC4)s3)CC2=O)cc1 (stereo unspecified)	-7	-0.8	0	-9	i	4	1	-1	2	-0.7
COc1ccc(Nc2ncnc3sccc23)cc1OC	13	0.9	-7	-5	i	0	-1	-3	5	-1.3
COc1cc(/C=N/NC(=O)C(=O)Nc2ccccn2)ccc1O	4	0.0	-3	9	i	-1	-3	1	-4	-1.3

Record cards, as listed above. Values in the order: SKN-1 block	Tb MetRS inh	Scp1 inh	NRP1-CendR mod	Neddyl block	STEP inh	NadD inh	DNMT1 inh	SUMO1 PPI mod	LMPTP inh
CCc1ccc(-n2c(SCC(=O)N3CCC(C(=O)O)CC3)nnc2-c2ccncc2)cc1 as listed: -10	-0.4	-1	-6	i	0	-3	2	2	-1.1
COc1cc(/C=N/NC(=O)C(=O)Nc2ccccn2)ccc1O as listed: 4	0.0	-3	9	i	-1	-3	1	-4	-1.3

Screening data deposited in PubChem BioAssay by several laboratories.
